# Source: PubChem (several laboratories)
# Rv3671c protease: inhibitors of M. tuberculosis serine protease Rv3671c. P9WHR9. inhibition, % at 5.96 µM. 320,000 compounds, 0.048% hits. AID 2606; in the data active = inhibition above about 38%;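 note: extracellular domain of Rv3671c used as enzyme; 0% = enzyme with DMSO and 100% = no enzyme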
# PriA SSB inh: inhibitors of Klebsiella pneumoniae PriA binding to SSB C-terminal tail; AlphaScreen SSBct-PriA binding, biotinylated peptide; inhibition, % at 33 µM; 430,000 compounds, 0.6% hits; AID 1272365; in the data active = inhibition mostly above about 37%, no sharp cut-off; inactive = mostly below about 20%;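 note: plate controls were negative control peptide for no effect and reference peptide for full effect; strong numbers were not always called active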
# PfHsp40 rescue: compounds rescuing yeast from Plasmodium falciparum HSP40 toxicity; 340,000 compounds, 0.68% hits; S. cerevisiae expressing PfHsp40, growth rescue, ATP luminescence; AID 504582; growth rescue, % at 12.5 µM; in the data active = growth rescue above about 28%, passing the limit was not always enough;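 note: yeast W303a lacking pdr1 and pdr3 grown in galactose medium; growth measured after three days at 30 °C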
# TcdB inh: TcdB glycohydrolase inhibition; inhibition, % at 9.99 µM; P18177; 350,000 compounds, 0.24% hits; TcdB glycohydrolase enzymatic assay, plate reader; in the data active = inhibition above about 10%
# Yp Topo-I inh: inhibitors of Yersinia pestis topoisomerase I | activity, % at 10 µM | 360,000 compounds, 0.064% hits | Y. pestis Topo-I cleavage product accumulation, plate reader | AID 504884; in the data active = activity above about 50%, passing the limit was not always enough; note: inactives centre near 2
# Anthrax LF inh2: inhibitors of Bacillus anthracis lethal factor protease; multiplex microsphere protease cleavage assay, LF; inhibition, % at 10 µM; 360,000 compounds, 0.12% hits; AID 588501; in the data active = inhibition above about 30%; note: plate controls were buffer without enzyme for full effect and enzyme alone for no effect
# Target sequence (P15917 whole entry, looked up): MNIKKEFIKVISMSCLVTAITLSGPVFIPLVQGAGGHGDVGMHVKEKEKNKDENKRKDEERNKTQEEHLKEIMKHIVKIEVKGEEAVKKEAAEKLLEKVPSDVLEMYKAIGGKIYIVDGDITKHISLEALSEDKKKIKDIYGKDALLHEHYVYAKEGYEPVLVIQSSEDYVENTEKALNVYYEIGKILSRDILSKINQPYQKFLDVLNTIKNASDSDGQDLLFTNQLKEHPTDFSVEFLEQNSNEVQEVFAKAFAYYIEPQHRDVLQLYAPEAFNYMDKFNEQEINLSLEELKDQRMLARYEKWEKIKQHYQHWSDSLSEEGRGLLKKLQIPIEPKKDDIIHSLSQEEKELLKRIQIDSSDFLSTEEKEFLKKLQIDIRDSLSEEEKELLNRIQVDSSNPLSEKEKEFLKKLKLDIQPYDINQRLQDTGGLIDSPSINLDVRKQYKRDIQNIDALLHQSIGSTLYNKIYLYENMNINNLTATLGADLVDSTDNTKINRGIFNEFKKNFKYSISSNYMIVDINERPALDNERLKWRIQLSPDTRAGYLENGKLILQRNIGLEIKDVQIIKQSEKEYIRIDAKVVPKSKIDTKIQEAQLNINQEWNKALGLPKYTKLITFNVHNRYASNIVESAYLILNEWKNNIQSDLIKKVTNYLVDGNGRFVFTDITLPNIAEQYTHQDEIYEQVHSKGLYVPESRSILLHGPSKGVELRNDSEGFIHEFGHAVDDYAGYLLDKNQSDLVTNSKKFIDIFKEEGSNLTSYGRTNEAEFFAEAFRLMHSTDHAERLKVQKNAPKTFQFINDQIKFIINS
# 3CLpro inhibitor: SARS-CoV 3CLpro protease inhibition; P0C6X7; recombinant SARS-CoV 3CLpro, quenched FRET peptide cleavage; inhibition, % at 6 µM; 290,000 compounds, 0.14% hits; AID 1706; in the data active = inhibition above about 12%
# Vc quorum ag: inducers of Vibrio cholerae quorum light production without autoinducers; V. cholerae BH1578 lux reporter, luminescence, 6 h; activation, % at 18.7 µM; 350,000 compounds, 0.16% hits; in the data active = activation mostly above about 9.7%, no sharp cut-off; note: not every result past the cut was called active; inactives centre near 0; reference of the scale not given here
# MazF activator: activators of E. coli MazEF toxin-antitoxin RNase | activation, % at 20 µM | 350,000 compounds, 0.32% hits | FAM/BHQ RNA-DNA oligo cleavage fluorescence, 5 h; in the data active = activation above about 50%
# VHR inh abs: DUSP3 (human) phosphatase inhibition. P51452. recombinant VHR phosphatase, pNPP absorbance. inhibition, % at 13.3 µM. 290,000 compounds, 0.52% hits. AID 1654; in the data active = inhibition above about 50%; note: some compounds called inactive have numbers as strong as hits
# Target sequence (P51452 whole entry, looked up): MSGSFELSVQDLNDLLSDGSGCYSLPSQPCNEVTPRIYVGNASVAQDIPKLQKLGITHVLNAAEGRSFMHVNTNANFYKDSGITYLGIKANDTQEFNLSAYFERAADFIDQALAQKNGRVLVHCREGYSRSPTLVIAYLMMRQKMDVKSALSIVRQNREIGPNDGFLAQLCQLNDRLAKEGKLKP
# An asterisk follows results filed as active; i = inactive; . = not tested or not shown; & = joins results of further samples.
SMILES,Rv3671c protease,PriA SSB inh,PfHsp40 rescue,TcdB inh,Yp Topo-I inh,Anthrax LF inh2,3CLpro inhibitor,Vc quorum ag,MazF activator,VHR inh abs
Cc1ccc(NC(=O)Cn2c(CCC(=O)O)ccc2-c2ccc(Cl)cc2)cc1,-6,-2,9.0,1.8,2,25,7,-6.2,-3,.
COc1cc(/C=C2/SC(=S)N(CC(=O)O)C2=O)ccc1OC(=O)c1cccs1,-5,-1,0.5,2.0,24,-1,-1,3.6,-21,28
CN1CCSc2ccc(C(=O)Nc3ccc(Cl)cc3)cc21,-8,-9,1.1,0.8,7,-9,1,2.2,3,2
CC(=NNC(=S)N1CC2CCC(CC2)C1)c1nccs1,.,57*,126*,0.5,16,13,.,-2.0,4,.
Cc1ccc(-c2nnn(CC(=O)N(c3ccccc3)C(C(=O)NCC3CCCO3)c3cccs3)n2)o1 (stereo unspecified),3,-14,-0.5,0.0,4,-1,7,i,5,-8
CC(C)(C)OC(=O)C[C@@H]1C/C=C\C[C@@H](CC(=O)N[C@@H](CO)Cc2ccccc2)C(=O)NC[C@@H](c2ccccc2)OC1=O,3,-14,-0.2,1.2,-7,-1,.,i,-2,.
Cc1ccc(NC(=O)Cn2cccc2)cc1C,-6,1,-0.6,.,-1,1,3,0.1,2,40
CCc1cc(=O)oc2c3c(cc(OCC(=O)NCCCOC)c12)OC(C)(C)CC3,0,-2,0.0,1.1,-18,-10,-1,-18,10,16
Oc1ccc(Nc2ncnc3ccccc23)cc1,.,-6,-2.2,7.4,-8,0,-11,-0.7,-4,4
Cc1ccc(NC(=O)c2ccc3c(SCC(=O)O)c4c(nc3c2)CCCC4)c(Br)c1,-10,-5,1.7,0.8,10,0,2,-0.4,2,-14
CN1/C(=C\C(=S)NC(=O)c2ccc([N+](=O)[O-])cc2)C(C)(C)c2ccccc21,-8,12,-0.5,.,-9,-3,4,-0.2,-7,9
CC(=O)N1c2ccc(S(=O)(=O)NCCc3ccc(Cl)cc3)cc2CC1C (stereo unspecified),-5,-9,0.9,-4.8,13,.,-3,i,-1,-1
O=C(Nc1cccc2ccccc12)N1CC=CCC1,-2,13,-1.2,.,-3,2,-1,.,-2,0
O=C(c1ccc(S(=O)(=O)NCc2ccco2)cc1)N1CCN(Cc2ccc3c(c2)OCO3)CC1,1,12,0.2,1.2,-5,-3,6,i,1,22
CCOC(=O)c1c(NC(=O)COC(=O)C2CC2C)sc(C)c1C (stereo unspecified),-12,-7,0.9,2.1,3,2,1,-0.2,1,11
O=C(O)/C=C/C(=O)Nc1ccc(NC(=O)c2ccccc2)c(Cl)c1,-3,-8,1.0,0.6,0,-1,0,i,-5,15
O=C(CSc1nnc2ccccn12)NC(=O)NC1CCCCC1,2,-8,-0.4,.,-9,-6,4,-0.6,5,22
Clc1ccc(Cn2c(/C=C/c3ccco3)nc3ccccc32)cc1,-1,-6,-1.3,.,25,-1,6,-0.4,10,-4
Cc1cc(Cl)ccc1OC(C)C(=O)NCCc1ccc2c(c1)OCCO2 (stereo unspecified),-2,-6,5.8,0.8,13,0,8,-0.1,-5,-4
CCn1cc(CCCC(=O)NCc2ccc(OC)cc2)c2ccccc21,.,7,3.6,1.1,43,-2,2,0.6,1,-12
O=C(NCCc1ccccc1)C1CCN(c2nc3ccccc3o2)CC1,4,-13,1.7,0.9,7,-2,-1,i,5,7
O=S(=O)(c1ccc(Cl)c(C(F)(F)F)c1)N1CCN(c2ccccn2)CC1,2,6,-0.9,0.1,1,-3,-2,i,-14,11
Cc1cc(-c2nc(-c3ccc(C(C)(C)C)cc3)no2)no1,-1,-3,0.5,0.8,-14,-11,2,0.6,0,17
CCC(Sc1nc(C)cc(=O)[nH]1)C(=O)Nc1ccc(Cl)cn1 (stereo unspecified),3,-5,3.3,0.5,6,-1,2,-0.2,8,17
O=C(CN1C(=O)C2C3C=CC(C3)C2C1=O)OCC(=O)c1ccc([N+](=O)[O-])cc1 (stereo unspecified),-13,-1,-0.7,-0.1,-2,-11,-7,-0.7,6,22
COc1ccc(CCN2CN(S(=O)(=O)c3ccc(C)cc3)c3nc4ccccc4nc32)cc1OC,-10,-8,0.0,.,17,-2,-5,-0.2,-15,-2
Cc1nc(CCNC(=O)c2cc(COc3ccc(F)cc3Cl)on2)sc1C,-6,-8,4.3,-0.4,2,-16,4,-0.2,3,-5
CCN(CC)C(=O)C1=C(C)N(Cc2ccc(C(C)(C)C)cc2)C(=O)C(CC(=O)NCc2ccco2)C1 (stereo unspecified),.,.,.,0.7,29,-2,.,-0.2,7,.
C(=N\Nc1nc2ccccc2[nH]1)/c1ccc2ncccc2c1,4,i,-1.7,0.8,1,-6,-10,-0.5,3,20
O=C(Nc1ccc2c(c1)OCO2)c1cc(-c2ccncc2)nc2ccccc12,-1,9,0.3,4.1,7,-11,-1,0.5,6,-2
O=C(Nc1ccc2c(c1)OCO2)c1ccc(CN2CCOCC2)cc1,2,21,-0.7,.,-4,-4,-9,-0.5,6,17
CCOC(=O)C(CC(=O)O)=C(c1ccccc1)c1ccccc1,6,2,-1.4,2.3,2,-8,4,-5.6,2,5
COc1ccc(OC)c(N(CC(=O)N2CCOCC2)S(C)(=O)=O)c1,0,-4,0.5,1.1,-1,.,-1,-0.4,5,33
CC(C)(C)n1ncc2c(=O)n(CC(=O)NCc3ccccc3)cnc21,5,-12,-1.3,.,2,-2,-4,-0.7,5,13
C=CCn1c2ccccc2c2nnc(SCCCn3c(=O)[nH]c4ccccc43)nc21,.,1,4.3,.,32,-1,2,i,-2,4
C[C@@]12C(=O)N(c3cccc(F)c3)C(=O)N1[C@H](c1ccc(F)cc1)[C@@H]1C(=O)N(C3CCCCC3)C(=O)[C@@H]12,-17,9,0.9,.,-1,6,14*,-1.3,-7,1
CS(=O)(=O)N1N=C(c2cccs2)CC1c1ccccc1O (stereo unspecified),3,-12,-0.9,0.7,-4,-1,1,-0.4,-5,25
O=C(CN1CCOCCOCCN(CC(=O)Nc2ccccc2)CCOCC1)Nc1ccccc1,-3,-12,-0.1,.,11,0,4,i,8,16
COc1cc(C2c3cc4c(cc3OC(NCCc3ccccc3)C2C)OCO4)cc(OC)c1OC (stereo unspecified),.,12,-1.0,1.5,1,-7,.,i,5,.
Cc1ccc(NC(=O)CNC2CCS(=O)(=O)C2)cc1C (stereo unspecified),.,0,0.6,0.8,6,-1,2,1.5,4,12
NS(=O)(=O)c1ccc(CNC(=O)c2ccc(S(=O)(=O)C(F)F)cc2)cc1,0,11,0.2,0.7,-2,-1,1,i,14,7
Cc1cc(C)c(C#N)c(SCc2cn3c(C)cccc3n2)n1,-2,0,-1.0,.,18,-1,2,i,2,8
O=C(NC(Nc1ccc(F)cc1)(C(F)(F)F)C(F)(F)F)c1cccnc1,9,6,-1.6,-5.4,-4,-5,4,-0.4,2,-19
Cc1cc(C)nc(NS(=O)(=O)c2ccc(N=Cc3c(O)n(C)c(=O)n(C)c3=O)cc2)n1,1,-11,0.5,0.9,-7,0,-1,i,-23,20
COC(=O)C(C)NS(=O)(=O)c1ccc(NC(C)=O)cc1 (stereo unspecified),-13,-6,-1.9,0.3,7,-1,-6,i,7,21

# The list goes on; the last 5 above are carried over.
SMILES,Rv3671c protease,PriA SSB inh,PfHsp40 rescue,TcdB inh,Yp Topo-I inh,Anthrax LF inh2,3CLpro inhibitor,Vc quorum ag,MazF activator,VHR inh abs
NS(=O)(=O)c1ccc(CNC(=O)c2ccc(S(=O)(=O)C(F)F)cc2)cc1,0,11,0.2,0.7,-2,-1,1,i,14,7
Cc1cc(C)c(C#N)c(SCc2cn3c(C)cccc3n2)n1,-2,0,-1.0,.,18,-1,2,i,2,8
O=C(NC(Nc1ccc(F)cc1)(C(F)(F)F)C(F)(F)F)c1cccnc1,9,6,-1.6,-5.4,-4,-5,4,-0.4,2,-19
Cc1cc(C)nc(NS(=O)(=O)c2ccc(N=Cc3c(O)n(C)c(=O)n(C)c3=O)cc2)n1,1,-11,0.5,0.9,-7,0,-1,i,-23,20
COC(=O)C(C)NS(=O)(=O)c1ccc(NC(C)=O)cc1 (stereo unspecified),-13,-6,-1.9,0.3,7,-1,-6,i,7,21
Cc1nc(NC(=O)c2ccccc2)sc1-c1csc(N)n1,5,12,-1.3,.,5,-2,3,-0.2,8,6
O=C(NCc1ccccn1)c1ccc(OC2CCN(Cc3ccc(Cl)s3)CC2)cc1,0,11,0.4,1.7,31,11,3,-0.2,-6,14
CCC(=O)Nc1ccc(C(=O)Nc2cc(C)on2)cc1,-6,-9,-0.4,.,6,5,3,i,1,23
COc1ccc(NP(=O)(Nc2ccc(OC)cc2)Oc2ccccc2)cc1,0,12,-0.8,.,3,-4,-2,i,2,-9
C=CCN(c1ccccc1)S(=O)(=O)c1ccc(Cl)c(C(=O)OCC(=O)N(C)C2CCS(=O)(=O)C2)c1 (stereo unspecified),4,-5,-1.3,0.9,0,-5,5,-3.2,0,12
Cc1nc2c3c4c(sc3n3c(SCC(=O)NCc5ccco5)nnc3n2n1)COC(C)(C)C4,.,-14,-0.8,.,-2,0,4,3.0,12,17
CCOC(=O)N1CCN(C(=O)CN(Cc2ccc(Cl)cc2)S(=O)(=O)c2ccccc2)CC1,-4,-4,0.0,.,-4,-2,6,7.1,-4,13
Cc1cc2c(cc1S(=O)(=O)Nc1cccc(C)c1C)OCC(=O)N2,-7,-5,1.2,0.3,-8,3,-3,-0.4,6,-2
Cc1ccc(NS(=O)(=O)c2ccc(-n3cccn3)cc2)cc1F,-9,3,0.0,0.4,-6,1,7,-2.6,-3,-5
O=C(COc1ccccc1)Nc1nc2ccccc2[nH]1,0,4,0.7,.,-4,-2,-3,i,6,6
Cc1ccccc1OCC(=O)OCn1nnc2ccccc2c1=O,7,-13,0.9,1.4,9,-10,8,-0.4,4,14
Cc1ccc(SCC(=O)N(C)CC(=O)Nc2cccc(F)c2)cc1,1,-1,0.1,-1.6,-5,3,.,i,7,.
COc1ccc2c3c([nH]c2c1)C(C)N(CCC(=O)NN)CC3 (stereo unspecified),.,26,-0.4,-0.6,4,-12,-1,i,9,27
Cn1ncc(N=Cc2ccc([N+](=O)[O-])cc2)c1C(=O)Nc1ccccc1,-6,-2,-1.3,0.3,8,-1,3,0.4,16,-2
COc1cc(NC(=O)c2ccc(-c3c(C)noc3C)c3ccoc23)cc(OC)c1OC,.,.,.,1.6,6,4,.,-0.3,.,.
CCCn1c(N)nc2ccccc21,0,-15,3.5,.,-6,-7,3,-0.2,0,4
Cc1nn(Cc2ccc(Cl)cc2Cl)c(C)c1NC(=O)C1C2CCC(O2)C1C(=O)O (stereo unspecified),3,-23,0.5,.,-12,2,1,.,-5,0
Cc1ccccc1C(=O)NCC(=O)NCC1(N2CCOCC2)CCCCC1,-7,-9,-0.2,1.8,14,-3,.,i,1,.
CC(=O)c1cccc(NC(=O)c2ccc(NS(=O)(=O)c3c(C)noc3C)cc2)c1,-15,-8,-0.2,.,-5,-2,2,i,-7,7
CCc1nc2ccc(C(=O)NCCCN3CCCC3=O)cn2c1N(CC)C(=O)NCCc1ccccc1,.,.,.,0.4,6,2,.,-0.2,.,.
CCN(CC)CCNC(=O)C(Oc1ccccc1)Oc1ccccc1,4,-7,2.5,0.0,-2,3,3,i,4,4
Cc1cc(NC(=O)c2ccno2)no1,1,12&-12,0.4,1.6,11,2,-1,i,3,0

# An excerpt (hit frequency here may not be typical).
